# hcDAF12 agonist: activators of H. contortus DAF-12 nuclear receptor; activation, % at 6.8 µM; AID 652067; 370,000 compounds, 1.4% hits; HEK293 hcDAF-12 lit1-tk-luc reporter, luminescence; 0% DMSO, 100% Δ7-dafachronic acid;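 active means activation above the mean of all tested compounds plus 3 SD, cut at about 5.5% in these data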;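 further: 100% = response to 3 µM Δ7-dafachronic acid high control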
# PLCg1 inh: PLC-gamma1 (human) inhibition, primary screen | purified PLC-gamma1, fluorogenic substrate, fluorescence | inhibition, % at 12.2 µM | 370,000 compounds, 0.84% hits | AID 720700; in the data active means inhibition above about 9.5%
# hgDAF-12 ag: hgDAF-12 agonism, primary luciferase screen | 370,000 compounds, 1.8% hits | HEK293 GAL4-hgDAF12 UAS-luciferase reporter, agonist luminescence; normalized to butyrate control | activation, % at 6.8 µM;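 active means activation above a cutoff set at the mean of all screened compounds plus 3 SD, cut at about 10% in these data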;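 further: 0% = DMSO wells and 100% = sodium butyrate wells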
# Rev-erbA mod: modulates human Rev-erb alpha binding to DNA | P20393 | Rev-erbα–FITC-DNA binding, fluorescence polarization, 90 min | activity, % at 10 µM | 370,000 compounds, 0.79% hits | AID 1259318;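 active means activity above about 14%, limit read from the data; passing the limit was not always enough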;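 further: 0% = DMSO wells with 35 nM protein and 100% = DMSO wells with 750 nM protein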
# SMARCA2 act: increases SMARCA2 function in MMTV reporter cells. MG213 cells, MMTV-luciferase reporter, dexamethasone, overnight. activation, % at 9.1 µM. 370,000 compounds, 1% hits. AID 652017; in the data active means activation above about 7.8%;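 further: 0% = vehicle wells and 100% = reference activator wells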
# ssDAF12 agonist: S. stercoralis DAF-12 activation, primary screen | HEK293 ssDAF-12/GRIP1 lit1-tk-luc reporter, luminescence; % of 3 µM dafachronic acid response | activation, % at 6.8 µM | 370,000 compounds, 1% hits;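 active means activation above the mean over all tested compounds plus 3 SD, cut at about 0.9% in these data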;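 further: 0% = DMSO-only wells and 100% = 3 µM delta7-dafachronic acid wells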
# PLCb3 inh: PLC-beta3 (human) inhibition, primary screen; AID 720704; Q01970; Purified PLC-beta3, fluorogenic substrate, fluorescence; inhibition, % at 12.2 µM; 370,000 compounds, 0.18% hits; in the data active means inhibition above about 11%;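 further: 0% = median of compound wells on plate and 100% = full blocker control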
# Target sequence (Q01970 whole entry, looked up): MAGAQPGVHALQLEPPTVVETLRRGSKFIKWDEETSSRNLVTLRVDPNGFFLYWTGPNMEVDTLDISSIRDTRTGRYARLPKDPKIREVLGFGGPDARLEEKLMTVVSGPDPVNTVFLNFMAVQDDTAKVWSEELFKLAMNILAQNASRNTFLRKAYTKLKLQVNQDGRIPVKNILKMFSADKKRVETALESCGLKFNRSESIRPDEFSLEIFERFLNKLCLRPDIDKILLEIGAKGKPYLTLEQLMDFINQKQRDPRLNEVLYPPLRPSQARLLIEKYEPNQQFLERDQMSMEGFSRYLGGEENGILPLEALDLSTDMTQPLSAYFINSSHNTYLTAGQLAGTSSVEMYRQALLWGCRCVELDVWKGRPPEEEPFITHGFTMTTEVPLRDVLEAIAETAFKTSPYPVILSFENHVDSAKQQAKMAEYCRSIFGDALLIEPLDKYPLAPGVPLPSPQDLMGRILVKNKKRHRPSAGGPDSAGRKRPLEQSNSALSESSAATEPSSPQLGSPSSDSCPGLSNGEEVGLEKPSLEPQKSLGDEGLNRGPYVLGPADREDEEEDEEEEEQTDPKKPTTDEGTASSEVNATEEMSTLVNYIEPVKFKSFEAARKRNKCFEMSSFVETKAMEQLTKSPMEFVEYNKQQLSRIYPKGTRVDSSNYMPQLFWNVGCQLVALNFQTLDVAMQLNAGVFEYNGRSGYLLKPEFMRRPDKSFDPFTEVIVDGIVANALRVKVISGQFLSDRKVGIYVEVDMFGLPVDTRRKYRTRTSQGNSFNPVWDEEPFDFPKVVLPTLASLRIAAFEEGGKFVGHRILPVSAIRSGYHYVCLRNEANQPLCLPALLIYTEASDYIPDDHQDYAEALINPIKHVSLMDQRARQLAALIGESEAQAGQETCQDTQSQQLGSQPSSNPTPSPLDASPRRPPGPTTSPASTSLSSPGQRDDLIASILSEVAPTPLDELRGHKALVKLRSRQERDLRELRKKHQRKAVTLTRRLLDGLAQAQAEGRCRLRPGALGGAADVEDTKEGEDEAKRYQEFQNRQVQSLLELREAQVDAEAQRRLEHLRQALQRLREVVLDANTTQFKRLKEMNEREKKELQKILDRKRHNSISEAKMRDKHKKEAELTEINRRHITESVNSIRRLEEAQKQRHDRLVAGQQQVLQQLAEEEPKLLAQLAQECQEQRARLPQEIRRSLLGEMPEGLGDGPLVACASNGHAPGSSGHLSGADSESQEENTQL
# DAX1 inh-1: NR0B1 (DAX1) inhibition; 340,000 compounds, 0.99% hits; inhibition, % at 6.75 µM; AID 504766; HEK293 Gal4-DAX1 luciferase reporter, luminescence;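 active means inhibition above the mean over all tested compounds plus 3 SD, cut at about 4.2% in these data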;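 further: 0% = DAX1-transfected cells with DMSO and 100% = empty-vector control cells with DMSO; inhibition shows as a rise in luminescence from relieved DAX1 repression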
# MBD2 inh: MBD2-methylated oligo binding inhibition. Q9UBB5. TR-FRET, MBD2 binding to methylated oligonucleotide. inhibition, % at 4.4 µM. 370,000 compounds, 0.31% hits; in the data active means inhibition above about 13%
# ADAM17 inh: inhibits human ADAM17 | recombinant ADAM17, EDANS/DABCYL FRET peptide cleavage | 370,000 compounds, 0.83% hits | inhibition, % at 6.95 µM;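 active means inhibition above the mean of compounds lying between control limits plus 3 SD, set per campaign, cut at about 8.5% in these data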;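 further: 0% = DMSO-only wells as the low control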
# DAX1 inh-2: DAX1 (NR0B1) inhibition, primary screen | HEK293T StAR-luciferase reporter, SF-1/DAX-1 repression relief | inhibition, % at 6.8 µM | 370,000 compounds, 1.1% hits | AID 652010;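 active means inhibition above the mean over all tested compounds plus 3 SD, cut at about 3.6% in these data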;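 further: 0% = DAX-1 cells with DMSO and 100% = cells lacking DAX-1 with DMSO; higher inhibition means more luminescence from relief of DAX-1 repression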
# Numbers without * were called inactive; i = inactive; · = no result given; & = joins results of further samples; ! = repeats disagree.
SMILES,hcDAF12 agonist,PLCg1 inh,hgDAF-12 ag,Rev-erbA mod,SMARCA2 act,ssDAF12 agonist,PLCb3 inh,DAX1 inh-1,MBD2 inh,ADAM17 inh,DAX1 inh-2
CCc1nnc(N/N=C/c2ccccc2Cl)n1N,-1.9,6,-8.2,-3,-3,-1.6,7,-1.0,-4,-3,-2.4
Cc1ccc(NC(=O)CN2CCN(C(=O)c3ccco3)CC2)cc1,1.4,0,3.1,0,-1,-0.3,-2,-1.6,0,-1,0.2
COc1ccc(-n2cc(-c3ccc(C)cc3)[n+]3c2SCC3)cc1,-6.3,-1,-10.0,-1,-5,-2.5,1,-4.5,4,-4,-3.4
NS(=O)(=O)c1ccc(NC(=S)NCCc2ccccc2)cc1,-0.4,2,2.2,-3,3,-0.7,0,0.5,-2,1,1.1
O=C(CCCc1ccccc1)Nc1ccc(S(=O)(=O)N2CCOCC2)cc1,-1.7,1,2.8,0,-6,-2.2,-8,-0.1,-1,-1,0.0
COC(=O)[C@]12C[C@H](CC(=O)N3CCCCC3)C(=O)N(CCC3=CCCCC3)C1=C[C@H](C(C)(C)C)O[C@@H]2C,-0.3,-4,0.1,-7,1,-0.8,3,·,-5,-1,-1.0
Cc1nonc1NC(=O)CSc1nnc(N)s1,-0.6,5,-1.3,-7,-3,-0.4,-2,0.6,-6,1,0.4
Cc1nc(-c2ccc(Cl)cc2)sc1C(=O)CBr,4.0,3,5.3,6,3,-1.1,7,-0.8,7,0,0.1
COc1ccc(NC(=O)C2CCCO2)cc1 (stereo not given),-1.1,0,1.8,5,-1,-0.5,2,-0.4,2,-4,0.2
COc1ccc(OCCCC(=O)Nc2nc(-c3ccccn3)cs2)cc1,-0.8,-2,-1.8,-3,-2,-1.3,-4,-1.1,0,1,-1.3
Cc1c(NS(=O)(=O)c2ccc3c(c2)CCN3C(=O)C2CC2)c(=O)n(-c2ccccc2)n1C,-1.6,0,1.0,2,0,-1.3,-1,-0.7,0,-4,-0.5
CC(=O)c1ccc(S(=O)(=O)N2CCC(c3nc4ccccc4[nH]3)CC2)cc1,1.9,-3,-1.6,6,-2,-1.0,-9,1.1,3,-2,-0.2
CN(CCOc1ccccc1)C(=O)C1CCC(=O)N(CCCN2CCOCC2)C1 (stereo not given),0.5,-1,0.1,-1,0,-0.8,-6,0.3,-7,-1,-1.0
COc1cc(C(=O)NCc2ccccc2Cl)ccc1OCC(=O)N1CCOCC1,-0.2,1,0.9,-9,-1,-1.5,-1,0.9,-1,-1,-0.5
CCc1noc(C)c1C(=O)N(C)CC(=O)Nc1ccc(Cl)c(Cl)c1,-1.7,3,0.5,7,4,-1.6,0,-0.6,4,0,0.6
Cc1ccc(-n2nc(C)c3c(C(=O)OCC(=O)N(C)C4CCS(=O)(=O)C4)cc(-c4ccccc4)nc32)cc1 (stereo not given),6.2*,-69,-2.7,6,-5,-1.1,-68,0.4,3,-6,0.1
Cc1ccc(S(=O)(=O)N(C)c2ccc(OC(=O)c3ccc(=O)[nH]c3)cc2)cc1,-0.6,-1,-3.6,4,-2,-1.8,-9,2.3,-3,0,-0.4
COc1ccc(-c2ccc(S(=O)(=O)n3nc(OC(=O)c4cccs4)cc3N)cc2)cc1,-0.1,1,0.6,-3,0,-0.8,2,-1.0,-5,2,-0.6
CC(=O)Nc1ccc(SCC(=O)NCC2(N3CCCCC3)CCCCC2)cc1,-1.4,-6,0.8,-5,2,-0.4,-4,-0.8,-6,-1,-0.2
CC1CC(C)CN(S(=O)(=O)N2CCC(C(=O)NCc3ccco3)CC2)C1 (stereo not given),-0.3,0,-1.6,7,-1,-1.2,5,-0.1,1,2,-0.4

# Seven compounds out of the list above, sorted by the value under ADAM17 inh, high to low.
structure | ADAM17 inh
COc1ccc(-c2ccc(S(=O)(=O)n3nc(OC(=O)c4cccs4)cc3N)cc2)cc1 | 2
NS(=O)(=O)c1ccc(NC(=S)NCCc2ccccc2)cc1 | 1
Cc1ccc(S(=O)(=O)N(C)c2ccc(OC(=O)c3ccc(=O)[nH]c3)cc2)cc1 | 0
Cc1ccc(NC(=O)CN2CCN(C(=O)c3ccco3)CC2)cc1 | -1
CC(=O)c1ccc(S(=O)(=O)N2CCC(c3nc4ccccc4[nH]3)CC2)cc1 | -2
COc1ccc(-n2cc(-c3ccc(C)cc3)[n+]3c2SCC3)cc1 | -4
Cc1ccc(-n2nc(C)c3c(C(=O)OCC(=O)N(C)C4CCS(=O)(=O)C4)cc(-c4ccccc4)nc32)cc1 (stereo not given) | -6

# Carrying on:
SMILES,hcDAF12 agonist,PLCg1 inh,hgDAF-12 ag,Rev-erbA mod,SMARCA2 act,ssDAF12 agonist,PLCb3 inh,DAX1 inh-1,MBD2 inh,ADAM17 inh,DAX1 inh-2
O=C(Nc1ccccc1Oc1cccnc1)C1CCCN(Cc2ccc(F)cc2)C1 (stereo not given),-0.3,2,-0.4,0,-1,-0.4,-3,-0.3,-1,-1,-0.5
CN1C(=S)SC(/[N+]([O-])=C\c2ccccc2F)C1(C)C (stereo not given),1.4,0,-0.3,2,0,-0.2,-5,1.4,-1,-3,-0.8
COc1ccccc1-c1cc2nc(NCCc3ccncc3)ccn2n1,-2.4,-96,1.4,2,1,-1.5,-115,·,1,-38,-0.2
COc1ccc(/C(=N\O)c2nccc3cc(OC)c(OC)cc23)cc1OC,-1.1,-1,1.6,-3,-1,-1.8,-8,1.1,-1,-9,-1.2
COc1ccccc1CNC(=O)C1CCN(C(=O)c2sccc2-n2cccc2)CC1,-0.2,1,0.5,-3,-1,-1.2,-8,-0.1,4,-4,0.1
Cc1csc(NC(=O)c2ccc(Cn3nc(C)c(Br)c3C)o2)n1,-5.2,-8,-4.5,2,-5,-2.0,-14,-1.8,3,3,-1.2
O=S(=O)(NCCOCC(F)(F)C(F)F)c1ccc2oc3ccccc3c2c1,-2.5,5,-2.5,-1,-5,-1.4,2,-0.4,-1,9.5*,-0.8
Cn1c(CN2CCCC2)nc2cc(NC(=O)c3ccco3)ccc21,0.6,-61,3.5,-26,3,-1.2,-72,1.9,-3,-6,1.2
COc1ccc(C(=O)Oc2ccc(Br)cc2C(=S)N2CCOCC2)cc1,-1.0,-2,1.1,3,0,-1.0,2,-0.4,1,2,0.2
CCCCNc1c(-c2ccc(-c3cccc(Cl)c3)cc2)nc2ccccn12,1.0&1.3,i,11*!,-3&-7,4&5,-0.1&-0.1,i,1.4,2&2,-66&-69,1.6&2.5
CCOc1ccc(OCCC(=O)N(CC)CC(=O)Nc2c(F)cccc2F)cc1,1.1,-2,-0.7,-2,-3,-1.4,-7,0.9,2,-1,-1.5
COc1cc2[nH]c(=S)n(C3CCN(Cc4ccccc4)CC3)c(=O)c2cc1OC,-1.1,3,0.3,0,-4,-1.2,-7,-1.0,0,5,0.5
CCO[C@@H]1OC(C(=O)Nc2ccccc2)=C[C@H](c2csc3ccccc23)[C@H]1CCCO,-1.0,4,-2.0,-2,1,-1.3,3,0.7,1,8,0.5
Cc1ccc(C(=O)Nc2ccc3c(c2)OCCO3)o1,9.2*,-1,13*,-3,5,0.4,2,0.8,4,-3,3.3
CCCCNc1cc(C)oc(=O)c1C(C)=O,-1.8,0,1.5,0,4,-1.3,4,0.9,2,0,0.0
Cc1ccc(S(=O)(=O)N(C)CC(=O)Nc2cccc(C)n2)cc1,-1.6,-1,-0.9,2,1,-1.4,1,1.3,0,-2,-0.7
CC(=O)Nc1ccc(NC(=O)C(C)OC(=O)C23CC4CC(CC(Cl)(C4)C2)C3)cc1 (stereo not given),-0.8,5,1.8,2,-1,-1.1,3,1.8,0,9.9*,-0.8
S=c1nc(-c2cc(Cl)ccc2Cl)[nH][nH]1,-0.6,-2,-1.1,1,2,-0.9,-4,-1.1,-2,3,0.9
O=C(Nc1cc(C(F)(F)F)ccc1N1CCOCC1)c1ccc(Br)o1,3.1,-1,1.1,5,-2,-1.3,7,-0.5,2,5,-0.2
CC(C)(C)S(=O)(=O)N1C[C@H]2C(=CC[C@@H]3C(=O)N(c4ccccc4)C(=O)[C@@H]32)[C@H]1CCO,0.5,-1,4.6,2,0,-0.9,-3,2.2,0,3,-0.2

# hcDAF12 agonist, what is marked active above
mol | hcDAF12 agonist | PLCg1 inh | Rev-erbA mod | SMARCA2 act | ssDAF12 agonist | PLCb3 inh | DAX1 inh-1 | MBD2 inh | ADAM17 inh | DAX1 inh-2
Cc1ccc(-n2nc(C)c3c(C(=O)OCC(=O)N(C)C4CCS(=O)(=O)C4)cc(-c4ccccc4)nc32)cc1 (stereo not given) | 6.2* | -69 | 6 | -5 | -1.1 | -68 | 0.4 | 3 | -6 | 0.1
Cc1ccc(C(=O)Nc2ccc3c(c2)OCCO3)o1 | 9.2* | -1 | -3 | 5 | 0.4 | 2 | 0.8 | 4 | -3 | 3.3

# The listing continues:
SMILES,hcDAF12 agonist,PLCg1 inh,hgDAF-12 ag,Rev-erbA mod,SMARCA2 act,ssDAF12 agonist,PLCb3 inh,DAX1 inh-1,MBD2 inh,ADAM17 inh,DAX1 inh-2
O=C(O)CCc1ccc(-c2ccccc2)n1CC(=O)O,-1.2,-176,0.6,6,1,-1.0,-190,-0.4,5,-62,-0.3
Cc1cc(C)n(CCN(C)Cc2nc(Cc3ccccc3F)no2)n1,-0.6,0,1.8,2,-1,-1.5,0,0.9,-3,-3,0.2
COc1cccc(C2OC(=O)c3ccccc3N2C(C)=O)c1OC(C)=O (stereo not given),1.1,0,1.2,7,0,-1.3,-3,1.1,-4,-4,-0.2
O=C(NCc1ccccc1)[C@@H]1CCCN1C(=O)[C@H]1CCCN1C(=O)c1cccs1,-1.4,-2,1.7,-2,-1,-0.8,11*,·,3,2,0.8
O=C(NCC1CCN(S(=O)(=O)c2ccccc2)CC1)Nc1ccc(F)cc1,-0.5,0,-2.5,1,-4,-1.6,-4,-0.8,-3,-2,-0.2
COc1cccc(CN(C)C(=O)c2cccc(S(=O)(=O)N3CCN(c4ccccc4)CC3)c2)c1,-2.9,3,-4.8,4,-4,-1.8,-4,-1.1,0,5,-2.1
Cc1cccc(N2CCN(C(=O)/C=C/c3ccco3)CC2)c1C,-0.2,-8,-0.5,-6,-4,-1.0,-14,0.7,-1,-2,-0.3
Cc1ccc(-c2cc(-c3nnc4sc(COc5ccccc5)nn34)[nH]n2)cc1,-2.9,3,0.5,8,-5,-1.1,-4,·,-1,-4,0.0
COc1ccc(/C=C/C(=O)Nc2ccc3c(c2)OCCO3)cc1OC,-2.4,0,-2.5,2,-1,-1.4,-1,-1.4,-1,2,-0.4
COc1ccccc1C(=O)N(C)c1nnc(-c2ccccc2)s1,1.1,9.7*,2.6,2,0,-0.3,4,0.8,0,4,0.0
CCOC(=O)c1sc2nc(C)[nH]c(=O)c2c1C,1.2,9,2.6,5,-3,-1.1,6,-0.2,-6,-3,-0.1
O=C(NCc1ccc2[nH]c3c(c2c1)CCCC3)c1ccc(S(=O)(=O)N2CCCC2)cc1,0.6,-94,0.6,-5,-1,-1.1,-124,-1.6,2,-14,-4.1
CC1CC(NC(=O)CC#N)CC(C)(C)C1 (stereo not given),-1.6,1,-0.3,-2,-5,-1.0,-7,1.3,4,-4,0.1

# Screening data (PubChem)

# The order is random, and some 7.4% of all compounds hit somewhere here.
